Rev-erbA mod – modulators of Rev-erb alpha DNA binding, primary screen, biochemical, FITC-DNA, fluorescence polarization, uHTS | 370,000 tested, 0.79% active | activity, % at 10 µM | Nuclear receptor subfamily 1 group D member 1 (Homo sapiens), P20393 | AID 1259318, 2017 | Rev-erbα–FITC-DNA binding, 90 min;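 active = activity above about 14%, limit read from the data; passing the limit was not always enough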;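 note: 0% = DMSO wells with 35 nM protein and 100% = DMSO wells with 750 nM protein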
Target sequence (P20393 whole entry, looked up): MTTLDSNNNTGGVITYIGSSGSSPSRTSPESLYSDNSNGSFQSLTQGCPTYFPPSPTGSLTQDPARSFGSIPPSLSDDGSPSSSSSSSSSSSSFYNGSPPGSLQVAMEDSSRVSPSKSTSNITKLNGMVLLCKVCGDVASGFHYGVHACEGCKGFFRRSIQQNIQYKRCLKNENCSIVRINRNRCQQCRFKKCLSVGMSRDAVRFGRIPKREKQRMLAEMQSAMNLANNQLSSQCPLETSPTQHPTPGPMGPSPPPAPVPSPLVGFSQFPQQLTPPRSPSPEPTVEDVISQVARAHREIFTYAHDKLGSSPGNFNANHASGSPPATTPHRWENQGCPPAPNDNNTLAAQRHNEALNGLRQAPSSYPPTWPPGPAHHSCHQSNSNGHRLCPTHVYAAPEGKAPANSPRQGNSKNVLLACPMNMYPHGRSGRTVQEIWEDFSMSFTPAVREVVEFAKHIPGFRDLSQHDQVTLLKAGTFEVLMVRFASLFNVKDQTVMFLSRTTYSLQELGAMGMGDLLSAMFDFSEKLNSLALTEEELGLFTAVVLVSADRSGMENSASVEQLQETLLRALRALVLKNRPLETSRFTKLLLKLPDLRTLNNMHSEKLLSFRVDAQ
hcDAF12 agonist – H. contortus DAF-12 nuclear receptor activators, primary screen, cell-based, luminescence, HEK293, lit1-tk-luc reporter. 370,000 tested, 1.4% active. activation, % at 6.8 µM. HEK293 hcDAF-12 lit1-tk-luc reporter; 0% DMSO, 100% Δ7-dafachronic acid;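 active = activation above the mean of all tested compounds plus 3 SD, cut at about 5.5% in these data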;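 note: 100% = response to 3 µM Δ7-dafachronic acid high control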
hgDAF12 agonist – H. glycines DAF-12 receptor agonists, primary screen, cell-based, luminescence, HEK293, GAL4 fusion, UAS-luciferase; AID 687014, 2013; HEK293 GAL4-hgDAF12 UAS-luciferase reporter, agonist luminescence; normalized to butyrate control; Nuclear hormone receptor DAF-12 (Heterodera glycines), GAL4 fusion; activation, % at 6.8 µM; 370,000 tested, 1.8% active;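 active = activation above a cutoff set at the mean of all screened compounds plus 3 SD, cut at about 10% in these data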;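 note: 0% = DMSO wells and 100% = sodium butyrate wells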
DAX1 inh-1 – DAX1 (NR0B1) inhibitors on StAR promoter, primary screen, cell-based, luminescence, SF-1 (NR5A1), full-length DAX-1 | HEK293T StAR-luciferase reporter, SF-1/DAX-1 repression relief | inhibition, % at 6.8 µM | 370,000 tested, 1.1% active | AID 652010, 2013;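 active = inhibition above the mean over all tested compounds plus 3 SD, cut at about 3.6% in these data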;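 note: 0% = DAX-1 cells with DMSO and 100% = cells lacking DAX-1 with DMSO; higher inhibition means more luminescence from relief of DAX-1 repression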
PG9 binder – binders of HIV-1 gp120 antibody PG9, primary screen, biochemical, TR-FRET | inhibition, % at 6.7 µM | 360,000 tested, 0.43% active | TR-FRET gp120-PG9 antibody binding; in the data active = inhibition above about 8.5%
ssDAF-12 act – S. stercoralis DAF-12 nuclear receptor activators, primary screen, cell-based, luminescence, HEK293, GRIP1 co-expression, lit1-tk-luc. 370,000 tested, 1% active. HEK293 ssDAF-12/GRIP1 lit1-tk-luc reporter; % of 3 µM dafachronic acid response. activation, % at 6.8 µM;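 active = activation above the mean over all tested compounds plus 3 SD, cut at about 0.9% in these data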;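 note: 0% = DMSO-only wells and 100% = 3 µM delta7-dafachronic acid wells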
SMARCA2 activ – SMARCA2 (BRM) function activators, primary screen, cell-based, luminescence, high throughput; MG213 cells, MMTV-luciferase reporter, dexamethasone, overnight; activation, % at 9.1 µM; 370,000 tested, 1% active; AID 652017, 2013; in the data active = activation above about 7.8%;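 note: 0% = vehicle wells and 100% = reference activator wells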
GAA850 FXN act – FXN promoter activators, primary screen, cell-based, luciferase luminescence, HEK293 lucGAA850; HEK293 lucGAA850 FXN promoter luciferase reporter, 24 h; percent of 10 µM SAHA response; activation, % at 6 µM; 360,000 tested, 0.56% active;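 active = activation above the average of all compounds screened plus 3 SD, cutoff fixed separately per campaign, cut at about 7.5% in these data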;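 note: 0% = DMSO wells and 100% = 10 µM SAHA wells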
DAX1 inh-2 – DAX1 (NR0B1) inhibitors, primary screen, cell-based, HEK293, Gal4-DAX1, luciferase luminescence; inhibition, % at 6.75 µM; AID 504766, 2011; 340,000 tested, 0.99% active; Nuclear receptor subfamily 0 group B member 1 (Homo sapiens), P51843; HEK293 Gal4-DAX1 luciferase reporter;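 active = inhibition above the mean over all tested compounds plus 3 SD, cut at about 4.2% in these data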;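 note: 0% = DAX1-transfected cells with DMSO and 100% = empty-vector control cells with DMSO; inhibition shows as a rise in luminescence from relieved DAX1 repression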
Target sequence (P51843 207-470 limits assumed): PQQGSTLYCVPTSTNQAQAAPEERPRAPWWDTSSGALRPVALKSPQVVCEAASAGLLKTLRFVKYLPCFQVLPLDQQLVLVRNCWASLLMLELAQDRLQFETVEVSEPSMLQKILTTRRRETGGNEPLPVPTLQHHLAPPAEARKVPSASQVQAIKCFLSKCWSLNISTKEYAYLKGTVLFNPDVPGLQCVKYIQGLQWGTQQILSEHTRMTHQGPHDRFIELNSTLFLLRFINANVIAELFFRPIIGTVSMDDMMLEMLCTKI
PLC-beta3 inh – human PLC-beta3 inhibitors, primary screen, biochemical, fluorescence | 370,000 tested, 0.18% active | 1-phosphatidylinositol 4,5-bisphosphate phosphodiesterase beta-3 (Homo sapiens), Q01970 | Purified PLC-beta3, fluorogenic substrate | inhibition, % at 12.2 µM; in the data active = inhibition above about 11%;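 note: 0% = median of compound wells on plate and 100% = full blocker control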
sPLA2-III inh – human group III sPLA2 inhibitors, primary screen, biochemical, QFRET, BODIPY PC-A2 liposome substrate | Group 3 secretory phospholipase A2 (Homo sapiens), Q9NZ20 | QFRET BODIPY PC-A2 liposome hydrolysis, fluorescence | inhibition, % at 12.2 µM | 370,000 tested, 0.56% active | AID 743126, 2013;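 active = inhibition above mean plus 3 SD of compounds lying within the high and low control bounds, cut at about 19% in these data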;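 note: 0% = median of test compound wells and 100% = no enzyme DMSO wells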
* hit, by the source's call; nt = not tested or not shown.

item	structure	GAA850 FXN act	PG9 binder	SMARCA2 activ	hcDAF12 agonist	Rev-erbA mod	sPLA2-III inh	hgDAF12 agonist	PLC-beta3 inh	DAX1 inh-2	ssDAF-12 act	DAX1 inh-1
1	CC(O)[C@H]1CN=C(N)N1CCCCC1CCCCC1 (some centres undefined)	0.7	2.8	-0.7	-0.1	-1.5	8.4	0.8	-0.6	0.2	-0.5	-0.7
2	O=C(OCC(=O)c1ccc[nH]1)c1ccc2ccccc2n1	0.7	-1.1	0.3	2.5	-7.1	-2.0	1.0	-8.4	0.9	-0.3	0.4
3	COC(=O)c1ccccc1NC(=O)C1CCN(S(=O)(=O)c2cc(C)ccc2OC)CC1	2.4	-1.5	3.1	-2.2	3.2	-13.5	-0.6	3.1	0.0	-1.4	0.2
4	O=C(c1ccc(F)cc1)N1CCC(C(=O)N2CCCc3ccccc32)CC1	1.3	-2.4	-0.8	0.3	-3.4	-6.6	-1.8	-1.3	0.7	-0.4	0.2
5	CN(c1ccccc1)S(=O)(=O)c1ccc(Cl)c(C(=O)NCCc2c[nH]c3ccccc23)c1	-0.4	-2.3	0.8	-3.1	0.0	-103.4	-3.4	1.5	-2.0	-1.2	-0.7
6	CCCC(C(=O)NCC1CCCO1)N(Cc1ccccc1)C(=O)CNS(=O)(=O)c1ccccc1 (centres undefined)	-0.1	-0.7	-1.7	-1.4	-0.5	-4.8	-1.8	-4.1	-0.1	-1.8	0.1
7	COCCn1c(=S)[nH]c2cc(C(=O)NC(C)C)ccc2c1=O	-3.6	0.5	-3.1	-0.3	-4.5	2.3	-0.7	-2.5	2.4	0.3	0.6
8	O=C(CSc1nnnn1C1CC1)N1CCN(c2ccccc2F)CC1	-0.7	-0.1	-4.4	0.2	-7.9	4.7	-1.0	-1.1	0.3	-1.2	2.4
9	CC(C)c1ccccc1OCCNC(=O)c1cccnc1	2.4	-0.1	-0.6	-2.1	-6.5	-2.0	-3.5	4.3	-0.1	-1.4	-0.6
10	CC(=O)Nc1cc(-c2cccc(F)c2)cn2c(-c3ccc(F)cc3)cnc12	1.7	-0.7	4.1	-0.9	-13.2	4.3	1.1	-16.4	nt	-0.2	-0.2
11	N#CCCN(C(=O)COC(=O)c1ccc(S(=O)(=O)N2CCCCCC2)cc1)c1ccccc1	-1.0	1.9	-0.6	0.6	-3.6	-2.3	2.0	-5.0	0.2	-0.6	0.4
12	O=C(O)CCc1nc2cc3ccccc3cc2[nH]1	-0.7	-0.4	-3.1	-0.4	-4.8	8.4	-2.0	-8.8	0.3	-1.1	0.0

Part of the list above, showing only GAA850 FXN act.
no. | SMILES | GAA850 FXN act
6 | CCCC(C(=O)NCC1CCCO1)N(Cc1ccccc1)C(=O)CNS(=O)(=O)c1ccccc1 (centres undefined) | -0.1
7 | COCCn1c(=S)[nH]c2cc(C(=O)NC(C)C)ccc2c1=O | -3.6
8 | O=C(CSc1nnnn1C1CC1)N1CCN(c2ccccc2F)CC1 | -0.7
9 | CC(C)c1ccccc1OCCNC(=O)c1cccnc1 | 2.4
10 | CC(=O)Nc1cc(-c2cccc(F)c2)cn2c(-c3ccc(F)cc3)cnc12 | 1.7
11 | N#CCCN(C(=O)COC(=O)c1ccc(S(=O)(=O)N2CCCCCC2)cc1)c1ccccc1 | -1.0

(more compounds)
item	structure	GAA850 FXN act	PG9 binder	SMARCA2 activ	hcDAF12 agonist	Rev-erbA mod	sPLA2-III inh	hgDAF12 agonist	PLC-beta3 inh	DAX1 inh-2	ssDAF-12 act	DAX1 inh-1
13	O=C1COc2ccc(C(=O)CSc3nnc(NCc4ccccc4)s3)cc2N1	-0.4	-0.5	-1.6	-2.2	-2.4	-34.8	-1.2	-6.8	1.5	-1.9	-0.6
14	CC12CCC(=O)N1C(C(=O)NCCN1C(=O)S/C(=C\c3ccc(OC(F)F)cc3)C1=O)CS2 (centres undefined)	-0.8	-1.7	2.2	-0.8	0.8	-8.2	-0.7	0.1	-2.0	-1.3	-1.5
15	Cc1cc(C)cc(NC(=O)Nn2cnnc2)c1	-1.0	-0.3	-1.2	-0.1	-4.7	1.8	2.2	-5.0	1.3	-1.3	-0.1
16	CC(Sc1nc2c(c(=O)[nH]1)CCCC2)C(=O)Nc1ccc(S(N)(=O)=O)cc1 (centres undefined)	1.6	2.7	-4.7	-1.3	1.8	3.1	-2.0	-8.8	-1.3	-0.3	-0.3
17	COC(=O)c1ccccc1N1CCS(=O)(=O)CC1	0.7	-1.6	-2.3	0.7	-1.1	-1.5	-2.5	-12.2	-0.5	-1.3	0.7
18	COc1cccc(NC(=O)Nc2c(-c3ccc(C)cc3)nc3ncccn23)c1	nt	nt	-0.8	1.8	0.0	2.7	1.7	-368.4	nt	-0.5	0.1
19	O=C(O)CCC(=O)Nc1ccc(N2CCCCCC2)cc1	-1.5	-12.2	-4.9	-1.4	3.1	6.4	-5.9	-4.9	-0.6	-2.1	-0.7
20	Cn1c(=O)[nH]c(=O)c2c1nc(CN1CCOCC1)n2CCCc1ccccc1	0.6	1.1	3.1	-0.6	8.4	2.4	-3.5	1.8	-0.3	-0.8	-1.0
21	COCCn1c(SCC(=O)Nc2nnc(C)s2)nnc1-c1cc2ccccc2cc1O	-1.2	0.8	-4.2	-0.5	-2.9	-4.8	-3.0	-11.4	-0.1	-1.4	-0.9
22	CCOC(=O)c1ccc(NC(=O)C2(c3ccc(OC)cc3)CCCC2)cc1	1.4	0.0	-4.0	-3.1	0.2	-21.2	-1.9	-2.9	-1.5	-1.2	-0.5
23	Nc1nc(C2CC2)c(Sc2sc(N)nc2C2CC2)s1	-2.4	-1.1	-0.5	-2.0	4.6	-5.6	-9.0	-0.3	-2.1	-1.8	-0.9
24	CCC(Oc1ccccc1)C(=O)N1CCN(CC)CC1 (centres undefined)	0.1	-0.2	-1.3	-0.3	-0.4	2.0	0.6	1.9	2.8	-1.2	0.4

More results:
item	structure	GAA850 FXN act	PG9 binder	SMARCA2 activ	hcDAF12 agonist	Rev-erbA mod	sPLA2-III inh	hgDAF12 agonist	PLC-beta3 inh	DAX1 inh-2	ssDAF-12 act	DAX1 inh-1
25	CC1O[C@@H](OC2C(O)C(C)O[C@H](OC(=O)[C@]34CCC(C)(C)C[C@H]3C3=CCC5[C@@]6(C)CC(O)C(O[C@@H]7OC(CO)C(O)[C@@H](O)[C@@H]7O)[C@@](C)(C(=O)O)C6CC[C@@]5(C)[C@]3(CO)CC4)C2O[C@H]2OC(C)[C@@H](O[C@@H]3OCC(O[C@@H]4OC(CO)C(O)[C@H](O)C4O)[C@@H](O)[C@@H]3O)[C@H](O)C2O)C(O)C(O)C1O (some centres undefined)	0.8	0.2	0.3	0.1	7.1	4.0	-0.8	-0.7	0.5	-1.1	0.0
26	Cc1cc(=O)[nH]c2c(C)cc(S(=O)(=O)Nc3ccc(O)cc3)cc12	0.8	1.6	-3.4	-1.7	3.4	5.1	-2.7	-2.4	1.2	-2.0	0.3
27	CC1Cc2ccccc2N1C(=S)NC(=O)c1ccc(Cl)cc1Cl (centres undefined)	-3.6	-1.8	-4.8	-2.8	6.5	6.3	0.3	-0.4	0.7	-1.1	0.5
28	CS(=O)(=O)N1CCC(C(=O)Nc2cc(Cl)c(Cl)cc2Cl)CC1	1.1	-1.3	0.7	0.1	0.6	3.7	-1.6	-3.2	1.6	-0.9	0.1
29	NC(=O)C1CCN(c2nc(-c3ccc4occc(=O)c4c3)cs2)CC1	-0.5	-1.4	4.4	2.5	3.6	2.7	0.1	-12.8	-0.8	-0.8	0.3
30	c1ccc(CC2CCN(c3ncnc4sccc34)CC2)cc1	-4.7	-0.2	-7.3	-4.4	0.4	-3.2	-8.2	-11.2	-3.3	-2.9	-2.9
31	CS(=O)(=O)N(CC(=O)N1CCc2ccccc2C1)c1cccc(Br)c1	0.2	-0.5	0.0	-1.1	-11.1	-4.2	2.2	-2.2	2.0	-1.5	0.3
32	O=C(CNC(=O)OCc1ccccc1)NC1CCCCCC1	-0.1	-1.1	-1.1	-1.7	9.1	0.5	4.2	1.9	-0.5	-0.9	1.1
33	CC(C)Cn1c(-c2ccc(Cl)cc2)cnc1SCC(=O)N1CCOCC1	2.0	1.9	-2.7	-1.5	-5.1	-5.9	-0.5	-1.4	-1.1	-1.9	-0.3
34	CC(C)CCN1NC2(CCCC(C)C2)NC1=S (centres undefined)	0.8	0.3	0.4	0.1	2.8	-0.2	0.0	-0.8	nt	-0.6	-0.1
35	Cc1cc(C)nc(N2CCC(C(=O)N(C)CCc3ccccc3)CC2)n1	nt	nt	-2.9	-2.1	-6.0	12.4	-0.3	-11.4	nt	-1.1	-2.5
36	NC(Cc1ccc(C(F)(F)F)cc1)c1csc(Nc2ccc(C(=O)NCc3ccco3)cn2)n1 (centres undefined)	0.3	1.2	-6.9	0.2	-0.7	7.7	-2.0	-43.8	nt	-1.5	0.0
37	Cc1ccc(OCC(=O)Nc2ccc(O)c(-c3nc4ccccc4o3)c2)cc1	1.2	6.6	-0.1	-1.6	102.6*	-0.8	4.0	-102.4	0.7	-1.6	-0.2
38	CCCc1[nH]nc2c1C(c1cccnc1)C(C#N)=C(N)O2 (centres undefined)	0.1	-1.7	-0.2	-0.8	4.7	6.7	-0.1	2.6	-0.7	-1.5	-0.4
39	CC(C)CC1NC(=O)N(CC(=O)N2CCN(S(=O)(=O)c3ccccc3)CC2)C1=O (centres undefined)	-2.0	0.4	-5.9	0.1	5.4	-4.9	-0.1	1.3	0.9	-0.9	0.0

Some values from the list:
In hcDAF12 agonist, CC(C)CCN1NC2(CCCC(C)C2)NC1=S (centres undefined) is listed with 0.1
In GAA850 FXN act, CS(=O)(=O)N(CC(=O)N1CCc2ccccc2C1)c1cccc(Br)c1 is listed with 0.2

Screens as filed in PubChem BioAssay.
